# Screens as filed in PubChem BioAssay.
# TAG inh: inhibitors of triacylglycerol accumulation; 0.66% of 230,000 active; AID 651582; inhibition, % at 12.5 µM; H9c2 cells, Nile Red lipid (TAG) fluorescence; cells loaded with 200 µM oleic acid;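 active means pattern-corrected inhibition of lipid staining of at least 50% with the nuclear-stain viability signal not falling by more than 50%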;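 further: 0% = DMSO wells and 100% = triacsin C control wells; some results filed as inactive read as strong as hits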
# TAG inh DAPI viability: also measured in TAG inh; calls as there; DAPI nuclei signal change (viability), lower = more cytotoxic, %;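 whole-well DAPI fluorescence read on a plate reader as a viability signal; minus 50 percent equals half of cells still viable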
# Numbers without * were called inactive. Only part of the results is shown. The share of hits here may be higher or lower than overall.
SMILES,TAG inh,TAG inh DAPI viability
O=C(/C=C/NNC(=O)c1ccccc1)c1ccccc1,4,1
CC1CN(C(=O)COC(=O)c2ccc3ncsc3c2)CC(C)O1 (configuration not stated),0,4
CC(=O)C1CCC2C3CC(C)C4=CC(=O)CCC4(C)C3C(=O)CC12C (configuration not stated),16,-2
CCC(=O)N1c2ccc(S(=O)(=O)CCC(=O)Nc3nccs3)cc2CC1C (configuration not stated),-1,-11
COc1cc(OC)cc(C(=O)NCCCCc2ccccc2)c1,-7,0
COc1ccc([C@H]2C(C(=O)O)=C[C@@H](CC3CCCC3)N2S(=O)(=O)c2ccc(C)cc2)cc1OC,-5,3
COc1ccc(CSC2=CS(=O)(=O)c3ccccc3N2)cc1,5,-13
CC1(CCc2ccccc2)NC(=O)N(CC(=O)N2CCCCCC2)C1=O (configuration not stated),4,4
O=Cc1ccccc1-c1cn(CCCOCc2ccccc2)nn1,5,-7
CC(C)(C)c1ccc(OCC(=O)O)cc1,-8,10
Cc1cc(C)c[n+](-c2nc([O-])sc2C=O)c1,7,-7
COc1ccc(NC(=O)CC2SC(=NCC3CCCO3)NC2=O)c([N+](=O)[O-])c1 (configuration not stated),-22,14
O=C(C1c2ccccc2Oc2ccccc21)N1CCN(c2ccc(Cl)cc2)CC1,25,5
CC(NC(=O)NNC(N)=S)(C(F)(F)F)C(F)(F)F,-22,4
CC1(C)CC2CC(C)(CN2CC(O)COc2ccccc2)C1 (configuration not stated),-5,-1
Cc1ccc2sc(N(CCCN(C)C)C(=O)c3nc4ccccc4s3)nc2c1C,11,3
CCOC(=O)C1CCN(C(=O)COC(=O)C2CCN(S(=O)(=O)c3ccc(C)c(C)c3)CC2)CC1,-6,-2
Cc1nnc(SC(C)C(=O)Nc2ccc(N3CCOCC3)cc2)n1Cc1ccccc1 (configuration not stated),-2,-6
c1n[nH]c(SCCCCSc2ncn[nH]2)n1,-13,-1
O=c1cc(-c2ccc3c(c2)OCCO3)oc2ccc(Cl)cc12,9,51
NC(N)=NCCC[C@H](NC(=O)OCc1ccccc1)C(=O)O,-5,-2
CC(=O)NCC1(c2ccccc2)CCN(CCCC(=O)c2ccc(F)cc2)CC1,0,6
Cc1ccc(S(=O)(=O)NC23CC4CC(CC(C4)C2)C3)cc1,-1,0
CC(=O)Nc1ccc(S(=O)(=O)N(C)c2ccc(OCC(=O)Nc3ccccc3C(C)=O)cc2)cc1,10,1
COc1cccc(C(=O)NCCS(=O)(=O)NCc2ccco2)c1,5,6
COc1ccccc1CN1CC(C(=O)NC2CCOCC2)CCC1=O (configuration not stated),8,-2
CCN(CC)CCNc1ncnc2c1sc1nc(N3CCCC3)c3c(c12)CC(C)(C)OC3,56*,-24*
CC(C)(C)N(Cc1cc2ccccc2[nH]c1=O)C(=O)c1cccnc1,1,-2
CCN1CCN(CCC(=O)Nc2ccc3c(c2)OCO3)CC1,14,-5
COc1ccc(/C=N/N2CCOCC2)cc1O,3,-4
COC(=O)c1ccc(COC(=O)C2CCN(S(=O)(=O)c3c(C)cc(C)cc3C)CC2)o1,-16,13
N#Cc1ccccc1OCC(=O)N1CCc2ccccc2C1,-12,-5
CCN(CC(=O)NCc1cccs1)C(=O)c1ccccc1Cl,-7,12
CC(=O)Nc1ccc(/C=N/OCC(=O)Nc2ccc(C)cc2)cc1,-4,-6
CCOCCCN1CC(C(=O)NCCc2ccc(C)cc2)CC1=O (configuration not stated),-1,3
CCOC(=O)CSc1nc2cc(C(=O)N3CCCC3)ccc2c(=O)n1Cc1ccccc1,-48,-2
CCOC(=O)CN(C(=O)CNC(=O)c1ccco1)C(C(=O)NC1CCCC1)c1ccccc1OCC (configuration not stated),-17,4
Cc1ccc(CNC(=O)CCC2CCCN(Cc3cccc4cccnc34)C2)o1 (configuration not stated),0,3
Cc1ccccc1N/N=C/c1ccc(C#N)cc1,19,-5
C=CCNC(=S)Nc1ccc2nc(C)oc2c1,-4,8
CCOc1ccccc1C1CC(c2ccc(Br)cc2)Nc2nc(N)nn21 (configuration not stated),-2,5
COc1ccc(CN(C(=O)c2ccco2)c2ccc(Br)cc2)cc1OC,-10,6
CCn1cc(C(=O)Nc2ccccc2C(=O)OC)cn1,5,0
Cn1c(N)c(C(=O)COC(=O)c2ccc(Cl)nc2)c(=O)n(C)c1=O,8,-8
CC(C)(C)C(=O)/C=c1\[nH]c(=O)/c(=C\c2ccc(F)cc2)s1,32,-1
CN(C)CCN1C(=O)NC(C)(c2ccc([N+](=O)[O-])cc2)C1=O (configuration not stated),5,-3
CCOC(=O)c1cnc(-n2nc(C)cc2C)nc1Oc1ccc(C#N)cc1,10,4
CCOC(=O)c1c(NC(=O)CSc2nnc(-c3c[nH]c4ccccc34)n2CCOC)sc2c1CCCCC2,-1,0
C=CCOc1ccc(/C=C/C(=O)OCC(=O)N2CCC(c3ccccc3)=N2)cc1,-38,1
CCc1ccc(NC(=O)c2cc(S(=O)(=O)N3CCCC3)ccc2F)cc1,-9,14
COc1cc2[nH]c(=O)n(CCC(=O)N3CCN(Cc4ccccc4)CC3)c(=O)c2cc1OC,9,8
CCCc1ccc(C(=O)NNc2ccccc2F)cc1,-16,1
O=C(O)CCCNS(=O)(=O)c1ccc2c(c1)OCCCO2,1,-2
COc1cccc(/C=N/NC(=O)c2c(-c3ccccc3)noc2C)c1OC,-11,10
COc1ccc(CN(C)C(=O)CNC(=O)c2cccs2)c(OC)c1,7,-7
COc1cc(OC)cc(-c2noc([C@@H]3O[C@H](CO)[C@@H](O)[C@H]3O)n2)c1,7,-1
CC1Cn2c(nc(=O)c3c2NCN(CCc2ccccc2)C3)S1 (configuration not stated),0,1
c1ccc(Nc2nc3ccccc3[nH]2)nc1,7,-5
Cc1ccc(S(=O)(=O)N2CCOCC2)cc1C(=O)N1CCOCC1,12,-12
Cc1ccc(C(=O)Nc2ccc(S(=O)(=O)Nc3ncccn3)cc2)cc1[N+](=O)[O-],-3,-1

# As entered above.
# Cc1cc(C)c[n+](-c2nc([O-])sc2C=O)c1 in TAG inh: 7
# CC1CN(C(=O)COC(=O)c2ccc3ncsc3c2)CC(C)O1 (configuration not stated) in TAG inh DAPI viability: 4

# Next section:
SMILES,TAG inh,TAG inh DAPI viability
C#Cc1ccc(NC(=O)C2(C)CCN2C(=O)Cc2ccc(C(C)C)cc2)cc1 (configuration not stated),-16,5
Cc1ccccc1N=CC1=C(O)c2ccccc2C1=O,-1,-7
O=C(COc1ccccc1Cl)Nc1cccc(S(=O)(=O)NC2=NCCCCC2)c1,10,-2
COc1ccc(C(=O)COC(=O)c2nn(C)c(=O)c3ccccc23)c(OC)c1,1,6
COC(=O)C1C2CC(C(Br)C2Br)C1C(=O)O (configuration not stated),-19,-10
CC(/C=N/n1c(-c2cccnc2)n[nH]c1=S)=C\c1ccco1,-2,2
C/C(=N\OC(=O)NC(C)C)c1sc(-c2ccccc2)nc1C,-36,-1
CC1CCCCN1CCNC(=O)c1ccc2c(c1)N(Cc1cccc(Cl)c1)C(=O)c1ccccc1S2(=O)=O (configuration not stated),28,-12
CC(OC(=O)CCCN=C1NS(=O)(=O)c2ccccc21)C(=O)c1ccccc1 (configuration not stated),-19,1
CCc1ccc2nc(N(CCCN(C)C)C(=O)c3ccc4c(c3)OCCO4)sc2c1,30,8
CCOc1ccccc1C(=O)N/N=C/c1coc2ccc(Cl)cc2c1=O,4,3
Cc1cc(=O)n2nc(N3CCCC(C(=O)Nc4ccc(C)c(C)c4)C3)sc2n1 (configuration not stated),-3,8
CC(=O)Nc1nc(C)c(C(C)C)s1,8,-10
CC1CCCN(C(=O)CCS(=O)(=O)c2cc3c(cc2Cl)NC(=O)CO3)C1 (configuration not stated),4,-1
CCN(CC)C(=O)c1[nH]cnc1C(=O)Nc1ccc(OC)cc1,1,7
CN(C(=O)CSC(=O)c1ccccc1)c1ccccc1,10,1
NCCNC(=O)c1ncsc1-c1cccc(F)c1,16,-9
Cc1ccc(Nc2nc3ccccc3nc2-n2nc(C)cc2C)cc1,4,45
COc1ccc(NS(=O)(=O)c2cc(NC(=O)c3cc(F)c(F)c(F)c3F)ccc2N2CCCC2)cc1,-3,0
CN(C)C(=O)c1nnc(Cc2ccc(Cl)cc2)o1,-11,-8
O=C(CNC(=O)c1ccc(-c2ccccc2)cc1)Nc1ccc(S(=O)(=O)Nc2ncccn2)cc1,-10,-6
CC1C(=O)N(Cc2cn(CC3CCCCC3)nn2)CCS(=O)(=O)N1Cc1ccc(-c2ccncc2)cc1 (configuration not stated),-3,-3
COc1ccc(C)cc1S(=O)(=O)N1CCCC(C(=O)N2CCN(c3ccccc3)CC2)C1 (configuration not stated),-16,-1
Cc1noc(NS(=O)(=O)c2ccc(N3C(=O)c4ccccc4C3=O)cc2)c1C,21,-6
CC1CCCC(NC(=O)CN2C(=O)NC(Cc3c[nH]c4ccccc34)C2=O)C1C (configuration not stated),-23,1
CCn1nnnc1SCC(=O)Nc1nc(C)c(C)s1,-10,4
Cn1c(-c2ccc3nc(N)sc3c2)nc2cc(N)ccc21,12,10
CCOC(=O)Cn1c(=O)n(Cc2ccco2)c(=O)c2ccc(C(=O)NCCc3ccccc3)cc21,9,5
COc1ccc(C=C2SC(=S)N(CCCN3CCOCC3)C2=O)c(OC)c1,-9,27
CCCCn1nnnc1SCC(=O)NNC(=O)c1ccco1,0,-4
O=C(N/N=C/c1cccc(F)c1)c1ccc(Cl)cc1,-1,1
CCOc1ccccc1NC(=O)CCNS(=O)(=O)c1ccccc1,-9,-5
Cc1cccc(OCCN2CSC(=S)N(C)C2)c1,-2,4
O=C(OCC(=O)N1CCCCC1)c1c[nH]c(=O)[nH]c1=O,-5,0
CCOC(=O)c1ccc(NC(=S)N(CCCN2CCCC2)Cc2cccs2)cc1,4,20
CC1Cc2ccccc2N1C(=O)COC(=O)c1ccccc1NCCO (configuration not stated),12,13
O=C(/C=C/c1ccc(OC(F)F)cc1)OCC(=O)N1CCc2ccccc21,-17,-2
CCC(Oc1ccccc1)C(=O)NC1CCSC1=O (configuration not stated),-7,-3
Cc1cccc(NC(=O)c2cccc(S(=O)(=O)NCc3ccccc3)c2)n1,-25,0
OCCC1CN(Cc2cccn2-c2ncccn2)CCN1C1CCCC1 (configuration not stated),-5,-2
COCCNc1nnc(SCC(=O)N(C)c2c(N)n(Cc3ccccc3)c(=O)[nH]c2=O)s1,-3,5
COc1ccc(OCCC(=O)OCC(=O)NCc2ccco2)cc1,8,-1
NNC(=S)NC1CC2CC1C1C=CCC21 (configuration not stated),-8,5
CCOc1cccc(NC(=O)c2ccc(S(=O)(=O)N(C)C)cc2)c1,-7,17
O=C(CNC1CCCCCC1)Nc1ccccc1N1CCOCC1,-7,-3
O=C(O)c1cc(/C=N\O)ccc1OCc1ccccc1,-14,3
CC(C)c1cc(NCCN2CCOCC2)n2c(nc3ccccc32)c1C#N,6,-6
CC(C)c1ccc(-c2nc(N3CCCCCC3)nc3n[nH]c(N)c23)cc1,4,-11
O=C(/C=C/c1ccccc1)COC(=O)c1ccccc1,-5,4
O=C(NCCc1ccccc1)c1ccc2c(c1)S(=O)(=O)c1ccccc1C2=O,-34,-8
COc1cccc(CN(C)C(=O)c2ccc(Cl)c(S(=O)(=O)N3CCCCCC3)c2)c1OC,-1,-1
O=C(Nc1ccc(OCc2ccccc2)cc1)c1cccs1,-1,-4
O=C(COc1ccc(Br)cc1)NNC(=O)c1ccc(-n2cncn2)c([N+](=O)[O-])c1,-2,-6
COc1ccc(/C=C/C(=O)NCC(=O)N/N=C/c2ccc(OC)cc2)cc1,3,-3
Clc1ccc(Cn2ncc3c(N4CCCCC4)ncnc32)cc1,-2,-12
COc1ccc(OC)c(C2C(C(C)=O)=C(O)C(=O)N2c2ccc(O)cc2)c1 (configuration not stated),-10,10
Cc1c(C(=O)N(C)C2CC(C)(C)NC(C)(C)C2)oc2c(F)cccc12,5,1
CCCn1c(SCC(=O)NNC(=O)c2ccccc2)nnc1-c1cccnc1,-2,0
COc1ccc(-c2nc3cnccn3c2Nc2ccc(C)cc2)cc1,-13,18
Cc1ccccc1Cn1c(=O)n(CCC(=O)NCc2ccc3c(c2)OCO3)c(=O)c2ccccc21,2,8
O=C(Nc1cccc(Cl)c1)/C(=C\c1cccnc1)NC(=O)c1ccco1,10,1
COCCn1c(SCC(=O)N2CCCCC2)nc2c([nH]c3ccccc32)c1=O,19,-3
Cc1cccc(N2C(=O)C3C4CC(=O)C(c5ccccc54)C3C2=O)c1C (configuration not stated),6,-6

# Among those listed so far, 13 contain a Cl atom.
SMILES,TAG inh,TAG inh DAPI viability
O=C(C1c2ccccc2Oc2ccccc21)N1CCN(c2ccc(Cl)cc2)CC1,25,5
O=c1cc(-c2ccc3c(c2)OCCO3)oc2ccc(Cl)cc12,9,51
CCN(CC(=O)NCc1cccs1)C(=O)c1ccccc1Cl,-7,12
Cn1c(N)c(C(=O)COC(=O)c2ccc(Cl)nc2)c(=O)n(C)c1=O,8,-8
O=C(COc1ccccc1Cl)Nc1cccc(S(=O)(=O)NC2=NCCCCC2)c1,10,-2
CC1CCCCN1CCNC(=O)c1ccc2c(c1)N(Cc1cccc(Cl)c1)C(=O)c1ccccc1S2(=O)=O (configuration not stated),28,-12
CCOc1ccccc1C(=O)N/N=C/c1coc2ccc(Cl)cc2c1=O,4,3
CC1CCCN(C(=O)CCS(=O)(=O)c2cc3c(cc2Cl)NC(=O)CO3)C1 (configuration not stated),4,-1
CN(C)C(=O)c1nnc(Cc2ccc(Cl)cc2)o1,-11,-8
O=C(N/N=C/c1cccc(F)c1)c1ccc(Cl)cc1,-1,1
COc1cccc(CN(C)C(=O)c2ccc(Cl)c(S(=O)(=O)N3CCCCCC3)c2)c1OC,-1,-1
Clc1ccc(Cn2ncc3c(N4CCCCC4)ncnc32)cc1,-2,-12
O=C(Nc1cccc(Cl)c1)/C(=C\c1cccnc1)NC(=O)c1ccco1,10,1
